# Source: PubChem BioAssay
# CAL PDZ FP-1 – CAL PDZ (human) peptide binding inhibition; purified CAL PDZ, TMR-peptide fluorescence polarization, 1 h; inhibition, % at 24.9 µM; actives 0.92% (n = 300,000); AID 602252;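 active = mean inhibition of at least 30% with at least half of replicates also reaching 30%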;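 also: 0% = DMSO neutral control and 100% = excess unlabeled competitor peptide PRC23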
# CAL PDZ FP-2 – human CAL PDZ-peptide interaction inhibition | purified CAL PDZ, TMR-peptide fluorescence polarization, 1 h | inhibition, % at 20 µM | AID 504414 | actives 0.02% (n = 330,000) | Q9HD26;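 active = highest replicate inhibition of at least 40%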;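 also: plate controls were DMSO neutral control wells for no effect and unlabeled competitor peptide control wells for full effect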
#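 System: tagged CAL PDZ domain. Schedule: 1 h room-temperature incubation prior to read. Signal: fluorescence polarization (mP). Measure: percent inhibition from loss of millipolarization.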
# DAGLB inh – blocks human DAGLB lipase activity; Q8NCG7; HEK293T DAGLB membrane lysate, EnzChek fluorogenic substrate; inhibition, % at 5.17 µM; actives 0.059% (n = 340,000); AID 504411; in the data active = inhibition above about 34%;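 also: 0% = enzyme with vehicle and 100% = wells lacking enzyme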
# Target sequence (Q8NCG7 whole entry, looked up): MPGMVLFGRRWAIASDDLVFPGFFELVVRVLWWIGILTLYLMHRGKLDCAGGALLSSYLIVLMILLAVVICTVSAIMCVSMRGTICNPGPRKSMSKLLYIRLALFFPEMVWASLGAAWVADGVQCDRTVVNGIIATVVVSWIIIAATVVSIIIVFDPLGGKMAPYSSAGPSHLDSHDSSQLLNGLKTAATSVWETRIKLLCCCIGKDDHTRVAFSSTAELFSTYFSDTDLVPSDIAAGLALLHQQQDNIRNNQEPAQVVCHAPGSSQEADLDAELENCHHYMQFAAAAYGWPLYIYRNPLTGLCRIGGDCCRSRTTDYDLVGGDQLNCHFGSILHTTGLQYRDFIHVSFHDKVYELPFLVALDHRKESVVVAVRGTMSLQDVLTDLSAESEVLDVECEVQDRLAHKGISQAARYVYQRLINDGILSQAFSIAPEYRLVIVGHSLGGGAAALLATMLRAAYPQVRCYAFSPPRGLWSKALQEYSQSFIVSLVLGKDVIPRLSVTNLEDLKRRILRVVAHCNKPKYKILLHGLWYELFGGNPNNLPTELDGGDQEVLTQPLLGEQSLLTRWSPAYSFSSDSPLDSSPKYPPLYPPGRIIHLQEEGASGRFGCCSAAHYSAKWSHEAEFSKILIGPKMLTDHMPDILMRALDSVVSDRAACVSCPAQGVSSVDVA
# Pemphigus Ab inh – blocks pemphigus antibody binding to human desmoglein-3 | P32926 | DSG3-coupled beads, scFv-anti-DSG3-GFP binding, flow cytometry; stronger effect = lower value | binding (percent of control), % at 10 µM | actives 0.48% (n = 310,000) | AID 588358;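 active = binding more than 3 SD below its plate's average and above zero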;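 also: hits lower antibody fragment binding to DSG3; some compounds called inactive have numbers as strong as hits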
# V-ATPase pH – yeast V-ATPase proton transport regulation by pHLuorin | S. cerevisiae, pHLuorin cytosolic pH fluorescence | response, % at 10 µM | actives 0.37% (n = 350,000); in the data active = response mostly above about 7.3%, no sharp cut-off; inactive = mostly below about 5.4%; also: actives read high; inactives centre near 0; some compounds called inactive have numbers as strong as hits; reference of the scale not given here
# Arr AP2 block – inhibitors of human beta-arrestin and AP2 interaction; FITC-arrestin peptide / GST-AP2 beads, flow cytometry; AP2 beta2 appendage carries R879A mutation; inhibition, % at 10 µM; actives 0.31% (n = 340,000); AID 504490;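 active = inhibition above a set limit, near 3 SD of compounds lacking own fluorescence, cut at about 54% in these data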;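 also: plate controls were DMSO wells for no effect and 5 µM unlabelled arrestin peptide for full effect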
#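 System: GST-tagged AP2 beta2-adaptin appendage (R879A) on 4 µm glutathione beads / Reagent: FITC-arrestin peptide, 50 nM / Detection: HyperCyt-sampled flow cytometry, FL1 channel, ex 488/em 535 nm / Timing: 12 min plus 1 h, RT / Buffer or medium: PBS plus Tween 20 (0.05%) and BSA (0.1%)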
# LANA DNA inh – inhibitors of KSHV LANA C-terminal domain DNA binding; inhibition, % at 9 µM; MBP-C-LANA/FAM-LBS DNA binding, fluorescence polarization; actives 0.078% (n = 340,000);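 active = highest replicate inhibition at or above 60% at 9 µM, even if other replicates fall short; inactive = all replicates below 60% inhibition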;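 also: 0% = neutral control wells and 100% = 4 µM acridine orange control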
# NSD2 inh – blocks human histone methyltransferase NSD2 | inhibition, % at 12.5 µM | NSD2 peptide methylation, AlphaScreen, 120 min | AID 743445 | actives 0.54% (n = 310,000); in the data active = inhibition above about 50%
# Keap1-Nrf2 PPI – inhibitors of human Keap1-Nrf2 protein-protein interaction; Keap1 Kelch-Nrf2 peptide fluorescence polarization, 1536-well; inhibition, % at 9.4 µM; actives 0.15% (n = 340,000); in the data active = inhibition above about 12%;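 also: human Keap1 Kelch domain with fluorescein labeled Nrf2 9mer peptide probe; 0% = neutral control wells and 100% = peptide positive control; higher means more block of Keap1 binding to Nrf2 peptide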
# Cardiac RTF inh – cardiac RTF calcium desensitization; actives 0.12% (n = 340,000); IANBD-labeled cardiac RTF, Ca2+ fluorescence; P19429+P45379; inhibition, % at 7.15 µM;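 active = inhibition above the mean inhibition of all tested compounds plus 3 SD, cut at about 17% in these data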;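 also: assay run at fixed EC70 calcium of 1.6 mM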
# Active calls of the source: *; . = not tested or not shown. These rows are one share of the data; count on the stated rates, not on these rows.
cpd	Molecule	Cardiac RTF inh	NSD2 inh	Keap1-Nrf2 PPI	Arr AP2 block	CAL PDZ FP-2	LANA DNA inh	V-ATPase pH	CAL PDZ FP-1	DAGLB inh	Pemphigus Ab inh
1	CC1CCCCC12NC(=O)N(CC(=O)OCC(=O)Nc1ccc(F)cc1[N+](=O)[O-])C2=O (configuration not stated)	-9	0	-3	14	-1.8	0.0	2	1	4	96
2	O=C(N/N=C/c1ccc([N+](=O)[O-])o1)c1cn(-c2ccccc2)nc1-c1ccc(Cl)cc1	7	-1	0	14	-3.9	2.0	0	1	1	80
3	CC(CCc1ccccc1)NC(=O)CCC(=O)N1CCC(C(N)=O)CC1 (configuration not stated)	-5	2	-4	-2	0.0	0.2	-5	6	0	97
4	CC(C)c1cc(Br)ccc1OCCN1C(=O)NC(C)(C)C1=O	-11	1	-4	2	-2.6	0.6	2	1	-1	102
5	CSc1ccc(CNC(=O)C2CCC(=O)N(CC3CCCCC3)C2)cc1 (configuration not stated)	.	10	.	.	.	.	3	.	-1	107
6	Nc1cc(C(Cl)=C(Cl)Cl)c(S(N)(=O)=O)cc1S(N)(=O)=O	-10	.	-1	-6	-0.7	-0.8	3	-2	2	108
7	CCOc1ccc(CCNC(=O)COC(=O)C2=NNC(=O)CC2)cc1OCC	-7	1	-4	14	-3.1	0.6	1	-2	1	99
8	Cc1ccc(/C=C2/NC(=O)N(Cc3ccccc3)C2=O)o1	4	1	-6	-18	0.0	-0.7	1	-1	1	109
9	CCC(=O)N1c2ccccc2NC2=C(C(=O)CC(c3ccco3)C2)C1c1ccco1 (configuration not stated)	-4	.	0	8	-1.6	0.9	3	-2	1	96
10	Cc1oc(-c2cc(F)ccc2F)nc1CN1CCCN(C(=O)c2ccco2)CC1	3	8	-3	6	-0.4	-1.6	-1	5	-2	101
11	CN(C)c1ccc(NC(=O)c2ccc3nsnc3c2)cc1	-7	0	-3	13	-2.6	0.0	6	.	8	104
12	O=C(Nc1ccccc1Br)c1cc(=O)c2ccccc2o1	-7	0	-2	9	-1.7	-0.2	-2	1	-4	.
13	CC12CCC(=O)N1c1c(sc3nc(N4CCOCC4)c4c(c13)CCCC4)C(=O)N2 (configuration not stated)	-17	-2	2	0	-0.6	-1.1	2	0	1	96
14	CCOc1ccccc1NS(=O)(=O)c1c(C)[nH]c(C)c1C(=O)N1CCCCC1	-10	0	4	9	-0.8	0.5	1	-14	3	.
15	O=C1CCCN1CCCN=c1c([N+](=O)[O-])nn(-c2ccc(Cl)cc2)n1O	8	3	-5	-6	0.2	0.0	-87	-1	1	97
16	CCC1(c2ccc(F)cc2)NC(=O)N(CC(=O)Nc2ccc(C)c(S(=O)(=O)N3CCOCC3)c2)C1=O (configuration not stated)	-7	.	0	-3	-0.6	-0.7	-1	6	-2	121
17	Cc1ccc(C(=O)/C=C/c2ccc3c(c2)OCCO3)c(O)c1	-2	3	3	11	-1.8	-1.1	1	-2	-5	86
18	O=C(Nc1cc(C(F)(F)F)ccc1F)C1CCC1	-2	29	3	2	-0.2	0.5	-1	.	2	103
19	COc1ccc(CCn2c(C)cc(C(=O)CSc3nnnn3C)c2C)cc1	-4	1	0	-2	-1.4	0.8	4	-5	-1	89
20	CS(=O)(=O)N1Cc2ccccc2CC1C(=O)OCC(=O)Nc1ccc2ccccc2c1 (configuration not stated)	-4	2	-1	14	-1.3	-0.8	6	-5	2	99
21	CN(CCOC(=O)c1ccc2c(c1)OCCO2)C(C)(C)C	-5	0	1	17	-0.1	-0.5	-4	.	-2	101
22	CCc1nn(CC(=O)NCCCN2CCCC2=O)c(=O)c2cc3sccc3n12	-3	.	-4	6	-0.9	0.3	4	.	1	105
23	Cc1ccccc1NC(=O)CN1CCOCC1	5	-6	3	15	0.1	-3.0	-1	0	0	112
24	COc1ccc(C(=O)NCCc2nnc3ccc(SCC(=O)Nc4ccccc4F)nn23)cc1	-1	-2	-3	23	-0.5	2.1	2	4	2	105
25	COc1cc(CNn2cnnc2)ccc1OCC(=O)NC(C)(C)C	-11	-1	0	-2	-0.7	-0.5	-1	-1	1	107
26	O=C(Nc1ccc(Cl)c(S(=O)(=O)N2CCOCC2)c1)c1ccc(OCC2CCCO2)cc1 (configuration not stated)	.	0	-2	-6	-4.0	-2.3	-1	.	.	.
27	Cc1ccccc1Oc1nc2c(C)cccn2c(=O)c1/C=C(\C#N)C(=O)NC1CCS(=O)(=O)C1 (configuration not stated)	2	1	-1	32	-2.2	-4.7	-6	.	0	105
28	CCOc1cc(/C=N/NC(=O)c2cccnc2)ccc1OC(=O)c1ccco1	-8	3	-4	12	-1.3	0.2	0	-2	2	102
29	O=C(CN1C(=O)COc2ccccc21)N(CCCN1CCOCC1)CC1CC=CCC1 (configuration not stated)	-3	6	-1	0	0.3	1.0	-1	.	-2	97
30	COc1ccc(S(=O)(=O)N2CCC(C(=O)NCc3ccncc3)CC2)cc1C	8	-2	-7	-12	-3.3	-0.9	-1	.	1	.
31	O=C(CCN1CCN(CCO)CC1)Nc1ccc(C2CCCC2)cc1	1	3	-3	-7	0.5	-0.6	0	-5	0	102
32	O=C(Nc1cccc(Cl)c1)Nc1cnccn1	5	0	-3	-4	-0.3	0.0	-2	.	1	105
33	O=C(CCCCC(=O)Nc1ccc(F)cc1F)Nc1ccc(F)cc1F	1	-1	-6	9	-0.8	0.7	-1	.	-3	113
34	CCOc1ccc(CCNC(=O)COC(=O)c2ccncc2)cc1OCC	6	0	-9	4	-1.4	-0.8	1	.	-1	94
35	COc1cc(NC(=O)c2ccccc2)ccc1NC(=O)c1cc2ccccc2o1	-15	-2	-5	-17	-1.2	1.2	5	1	-1	119
36	CC(C)c1nc2n[nH]c(N)c2c2c1CCCC2	-12	0	4	9	-1.8	-2.8	4	0	0	97
37	CCC(=O)Nc1c2c(nn1-c1ccc(OC)cc1)CS(=O)C2 (configuration not stated)	-12	.	-6	5	-3.5	0.2	1	.	0	107
38	COc1cccc(NC2=C(Cl)C(=O)OC2OC(=O)c2ccco2)c1 (configuration not stated)	-8	0	-6	6	0.1	-0.8	0	6	16	99
39	C=CCNS(=O)(=O)c1ccc(C(=O)OCc2cc(=O)oc3cc(OC)ccc23)cc1	1	-2	-2	18	0.2	1.0	-3	.	-1	.
40	COc1ccc(Cl)cc1C(=O)NNC(=S)NC1CCCCC1	.	-5	.	7	.	.	1	.	.	106
41	COc1ccc(C(=O)Nn2c(SCC(=O)N3CCC(C)CC3)nc3ccccc3c2=O)cc1	-5	1	-3	3	-1.7	-0.9	-4	-2	-2	98
42	COc1cccc(/C=N/NC(=O)COc2cccc3cccnc23)c1O	13	-13	0	60*	-2.2	-0.2	-1	.	0	105
43	CCCNC(=S)N1CCC(NC(=O)C2CCCCC2)CC1	3	-6	-2	20	-3.3	-0.4	-1	0	3	101
44	O=C(COC(=O)c1n[nH]c(=O)c2ccccc12)Nc1ccccc1F	4	0	-2	-6	0.4	2.6	-2	-3	3	93
45	CCOC(=O)c1c(N)c2cc([N+](=O)[O-])ccc2n1C	-11	2	3	5	-0.9	2.1	1	0	11	.
46	Cc1ccc(O)c(NC(=O)c2cccc(NC(=O)c3ccco3)c2)c1	11	0	5	-8	-0.5	-1.0	1	-2	-3	90
47	Cc1cnc(C(=O)N2CCCC(C(=O)c3ccc(C(F)(F)F)cc3)C2)cn1 (configuration not stated)	-5	-3	4	12	-0.5	-3.5	1	6	1	98
48	O=c1cc(-c2nn[nH]n2)[nH]c(=O)[nH]1	0	-1	-7	4	0.5	2.9	1	9	-1	117
49	COc1ccc(C(=O)Nc2c3c(nn2-c2ccc(Cl)cc2)CS(=O)(=O)C3)cc1	-8	69*	-4	10	-2.2	0.5	-7	-5	-3	.
50	O=C(Nc1ccc2c(c1)OCO2)C1CC(=O)N(c2ccccc2)C1 (configuration not stated)	-16	-3	-1	12	-0.8	1.0	1	-2	-3	109

# Next part
cpd	Molecule	Cardiac RTF inh	NSD2 inh	Keap1-Nrf2 PPI	Arr AP2 block	CAL PDZ FP-2	LANA DNA inh	V-ATPase pH	CAL PDZ FP-1	DAGLB inh	Pemphigus Ab inh
51	Cc1cc(C(=O)NNC(=O)Cc2ccc(Cl)c(Cl)c2)c(C)o1	-16	1	1	2	-2.7	1.7	3	-3	-1	102
52	CCOc1ccc(NC(=O)c2ccc(F)cc2F)cc1	1	.	0	18	1.0	0.5	1	-5	-1	97
53	O=C(CSc1nc2cc(Cl)ccc2o1)Nc1ccc(N2CCOCC2)cc1	-2	0	-4	-4	0.5	-1.0	-2	.	-1	96
54	CC(=O)C1=C(C)N(Cc2ccccc2)C(=O)N[C@H]1c1cccc(C(F)(F)F)c1	-1	.	-1	27	-1.0	0.0	2	-3	-5	.
55	COc1ccc(OC)c(NC(=O)CNC(=O)Cn2cnc3sc(C)cc3c2=O)c1	-6	1	-6	8	-2.8	-1.4	1	1	-1	99
56	COc1cccc(Nc2cc(C)nc3ccccc23)c1	-1	2	-2	-3	-1.8	-2.3	5	-1	-1	107

# Given with two lines to a compound: 6 of the compounds above
# Under each structure: Cardiac RTF inh, NSD2 inh, Keap1-Nrf2 PPI, Arr AP2 block, CAL PDZ FP-2, LANA DNA inh, V-ATPase pH, CAL PDZ FP-1, DAGLB inh, Pemphigus Ab inh
[51] Cc1cc(C(=O)NNC(=O)Cc2ccc(Cl)c(Cl)c2)c(C)o1
  -16, 1, 1, 2, -2.7, 1.7, 3, -3, -1, 102
[52] CCOc1ccc(NC(=O)c2ccc(F)cc2F)cc1
  1, ., 0, 18, 1.0, 0.5, 1, -5, -1, 97
[53] O=C(CSc1nc2cc(Cl)ccc2o1)Nc1ccc(N2CCOCC2)cc1
  -2, 0, -4, -4, 0.5, -1.0, -2, ., -1, 96
[54] CC(=O)C1=C(C)N(Cc2ccccc2)C(=O)N[C@H]1c1cccc(C(F)(F)F)c1
  -1, ., -1, 27, -1.0, 0.0, 2, -3, -5, .
[55] COc1ccc(OC)c(NC(=O)CNC(=O)Cn2cnc3sc(C)cc3c2=O)c1
  -6, 1, -6, 8, -2.8, -1.4, 1, 1, -1, 99
[56] COc1cccc(Nc2cc(C)nc3ccccc23)c1
  -1, 2, -2, -3, -1.8, -2.3, 5, -1, -1, 107
